Screening data as filed in PubChem BioAssay.
Hck Nef HTS = human Hck-Nef kinase inhibition; Recombinant Hck-YEEI plus Nef, Z-Lyte FRET kinase assay; P08631; inhibition, % at 20 µM; 220,000 tested, 0.68% active;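 active = Hck-Nef kinase inhibition above about 50%, limit read from the data; inactive = inhibition below that limit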;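 also: 0% = DMSO with Hck plus Nef and 100% = Hck alone without Nef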
Rad51 HR inh = Rad51 (human) homologous recombination inhibition. inhibition, % at 10 µM. hRad51 DNA strand exchange, fluorescence dequenching. 200,000 tested, 0.085% active. Q06609;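 active = inhibition above 40% at the single screening dose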;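 also: 0% = DMSO control wells and 100% = blanks with heterologous ssDNA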
Target sequence (Q06609 whole entry, looked up): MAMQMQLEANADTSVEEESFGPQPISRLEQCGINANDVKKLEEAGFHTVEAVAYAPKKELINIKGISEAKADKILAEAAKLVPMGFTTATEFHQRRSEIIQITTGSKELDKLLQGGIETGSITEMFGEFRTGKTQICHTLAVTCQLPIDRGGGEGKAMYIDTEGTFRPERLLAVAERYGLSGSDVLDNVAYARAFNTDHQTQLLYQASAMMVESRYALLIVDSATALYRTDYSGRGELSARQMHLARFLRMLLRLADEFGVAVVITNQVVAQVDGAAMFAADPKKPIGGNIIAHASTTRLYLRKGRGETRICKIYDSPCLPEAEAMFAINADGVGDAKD
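Material: hRad51 filaments on single-stranded DNA; Reagent: Donor/quencher-labelled 47-bp dsDNA substrate; Compound: 10 µM final, single point; Schedule: 37 °C 15-min filament assembly, 30-min compound preincubation, 15-min exchange; Technique: FRET fluorescence, excitation 485 nm, emission 520 nm; Benchmarks: control wells and blank wells on each plate.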
Tb hexokinase = T. brucei hexokinase 1 inhibition; recombinant TbHK1, G6PDH-coupled NADH A340; inhibition, % at 10 µM; 220,000 tested, 0.11% active; AID 1430;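 active = inhibition of 50% or more in the single-dose primary screen; inactive = inhibition below 50%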
14-3-3 Bad inh = disrupts binding of bovine 14-3-3 zeta to phospho-Bad peptide; AID 781; P63103; 220,000 tested, 0.71% active; TR-FRET 14-3-3zeta/Dy647-pBad peptide displacement, 1 h; inhibition, % at 21.7 µM;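 active = inhibition above about 70%, limit read from the data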;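 also: 0% = full 14-3-3 plus peptide FRET controls and 100% = background without 14-3-3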
Target sequence (P63103 whole entry, looked up): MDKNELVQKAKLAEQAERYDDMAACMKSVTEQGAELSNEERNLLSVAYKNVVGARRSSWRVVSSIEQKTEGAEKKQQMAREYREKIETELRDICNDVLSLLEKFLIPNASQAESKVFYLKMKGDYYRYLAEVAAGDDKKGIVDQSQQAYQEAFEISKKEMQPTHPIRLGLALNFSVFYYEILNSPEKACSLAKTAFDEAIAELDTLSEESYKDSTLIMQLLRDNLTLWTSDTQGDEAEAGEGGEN
EP2 antag = blocks the human prostaglandin E2 receptor EP2; P43116; 260,000 tested, 0.52% active; inhibition, % at 25 µM; C6 glioma cells expressing human EP2, cAMP TR-FRET; cells stimulated with saturating PGE2;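 active = percent inhibition above 40 after rounding to a whole number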;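 also: rat C6 glioma host cells with rolipram phosphodiesterase inhibitor present; the protocol text gives 20 µM as final concentration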
Target sequence (P43116 whole entry, looked up): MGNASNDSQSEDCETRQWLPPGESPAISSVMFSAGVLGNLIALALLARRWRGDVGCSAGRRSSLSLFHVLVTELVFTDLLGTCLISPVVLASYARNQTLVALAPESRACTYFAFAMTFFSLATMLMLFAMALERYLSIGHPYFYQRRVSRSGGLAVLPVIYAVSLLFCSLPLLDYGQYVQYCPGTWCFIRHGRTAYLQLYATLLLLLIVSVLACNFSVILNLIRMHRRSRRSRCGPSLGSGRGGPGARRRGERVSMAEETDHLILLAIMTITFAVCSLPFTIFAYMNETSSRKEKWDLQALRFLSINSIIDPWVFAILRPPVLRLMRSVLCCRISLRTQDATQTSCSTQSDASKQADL
zVAD death inh = L929 zVAD cell death inhibition; L929 zVAD necroptosis rescue, ATP luminescence, 24 h; with zVAD 60 µM; viability rescue, % at 10 µM; 220,000 tested, 0.38% active;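 active = activation, scaled between plate controls, above about 75%, limit read from the data; inactive = activation under that limit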;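 also: 0% = zVAD with DMSO and 100% = DMSO alone without zVAD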
m-calpain inh = calpain II (pig) inhibition | purified calpain II, fluorogenic peptide substrate, 30 min | inhibition, % at 16 µM | 220,000 tested, 0.37% active;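 active = inhibition above about 50%, limit read from the data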
EP2 mod = modulates human prostaglandin E2 receptor EP2 signaling; P43116; 260,000 tested, 0.83% active; AID 940; induction, % at 25 µM; EP2-expressing cells, cAMP HTRF FRET, PGE2 co-stimulation;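 active = compounds whose cAMP rise, as percent of the full-agonist control response, exceeds 60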;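 also: rat C6 glioma line stably carrying human EP2 under a CMV promoter; the protocol text gives 20 µM as final concentration; 100% = response of wells given 1 µM PGE2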
eIF4E-4G inh = inhibitors of eIF4E and eIF4G interaction in translation initiation. P63073+Q04637. TR-FRET eIF4E-eIF4GI(517-606) binding, 2 h. inhibition, % at 21.7 µM. 220,000 tested, 0.37% active. AID 782;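 active = inhibition above about 30%, limit read from the data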;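 also: 0% = full FRET control wells and 100% = background wells lacking eIF4GI fragment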
Active calls of the source: *; x = no result given; & = joins results of further samples; [ ] = remark or other dose.

Values run as follows: Rad51 HR inh	Hck Nef HTS	zVAD death inh	EP2 antag	EP2 mod	eIF4E-4G inh	14-3-3 Bad inh	Tb hexokinase	m-calpain inh
COc1ccc(CNC(=O)C(C)N2C(=O)COc3ccc(C)cc32)c(OC)c1 (stereo not given)
    -0.4	19.8	-0.8	5.7	4.3	-2.2	0.5	-7.8	10.6
Cn1cnnc1SCCC(=O)Nc1ccc(Cl)cc1
    -5.6	4.3	-0.8	17.7	-1.3	1.3	-12.7	0.5	-16.4
CC(C)C(NC(=O)c1ccc(Cl)cc1)C(=O)O (stereo not given)
    -9.7	-1.7	0.4	5.1	-4.7	2.2	0.5	-1.6	-42.2
O=C(Cn1nc(-c2ccc(Cl)cc2)c2ccccc2c1=O)NN1CCOCC1
    13.9	8.7	0.7	15.5	-6.5	1.2	-0.8	-6.8	-0.1
CC/C(=N\NC(=O)c1c(-c2ccccc2)noc1C)c1ccc(C)o1
    x	4.8	0.7	2.9	30.6	0.9[fluorescence artefact?]	0.3	-11.7	1.9
COCCNC(=S)N1CCc2cc(OC)c(OC)cc2C1COc1ccc(F)cc1 (stereo not given)
    -5.8	11.2	1.2	7.6	10.4	-5.7	-2.1	-11.4	-19.2
O=C(NC1(O)C(=O)c2ccccc2C1=O)c1ccc(C(F)(F)F)cc1
    12.6	10.5	0.3	8.1	-40.5	-2.3	1.3	-8.9	-10.8
CCN(c1ccccc1)S(=O)(=O)c1ccc(Cl)c(C(=O)OCC(=O)c2[nH]c(C)c(C(C)=O)c2C)c1
    -5.7	2.0	0.2	4.8	59.1	2.7	-3.6	33.1	22.9
CC12COC3(C(=O)Nc4ccc(F)cc4)CC1CCC32C (stereo not given)
    -3.5	3.0	1.9	6.3	-14.7	-4.3	-5.3	0.3	9.5
Cn1c(=O)c2c(nc(NN=C3CCCCC3)n2C)n(C)c1=O
    23.4	4.2	-0.1	11.0	-14.0	-1.9	-9.8	1.1	-3.1
CCC(CC)NC(=O)CON=C1c2ccccc2-c2ccccc21
    8.9	2.1	0.0	11.6	6.0	-1.2	-1.2	-9.6	-13.3
CN1/C(=C\C(=O)c2ccco2)C(C)(C)c2ccccc21
    -7.2	33.4	0.5	x	-33.2	-7.4	-10.6	-0.7	1.6
CCOCCSc1nc2c(c(=O)[nH]c(=O)n2C)n1CCCc1ccccc1
    -26.4	1.3	0.0	6.6	18.9	1.0	1.2	-3.1	-7.1
CCC(C)c1ccc(NC(=O)C2CCN(c3ncccn3)CC2)cc1 (stereo not given)
    2.2	4.0	6.2	6.9&7.9	13.0&36.5	-1.2	2.0[fluorescence artefact?]	0.1	-32.8
O=C1CN(C(=O)c2ccc(Cl)c(S(=O)(=O)N3CCc4ccccc43)c2)c2ccccc2N1
    14.3	30.6	-0.2	6.0	-25.1	8.1	1.0	-13.2	-72.2
CCOC(=O)c1sc(=NC(=O)c2ccc(C)c(C)c2)n(C)c1C
    3.0	22.9	-0.3	5.7	-6.4	3.2	-5.8	-15.9	-78.8
CCN1CCN(CCn2c(=S)[nH]c3cc4c(cc3c2=O)OCO4)CC1
    -2.3	2.0	0.4	4.7	-0.4	x	x	-27.2	-9.0
CCOC(=O)CN1C(=O)S/C(=C/c2cccc([N+](=O)[O-])c2O)C1=O
    -2.1	17.8	9.1	17.7	-23.0	-2.8	5.9	-11.9	-30.2
Cc1ccc(N/C=C/C(=O)c2cccs2)cc1C
    -20.9	4.7	1.9	0.7	-17.7	-0.1	-12.2	-7.4	14.2
CCCOc1ccc(C2/C(=C(/O)c3ccc(F)cc3)C(=O)C(=O)N2CCCN(C)C)cc1 (stereo not given)
    -7.7	11.6	0.3	9.0	0.0	-7.4	-9.5	-21.2	-8.7
Cc1ccc(-c2nc(C3CCCN(S(=O)(=O)c4ccc(C(F)(F)F)cc4)C3)no2)cc1 (stereo not given)
    -3.0	-8.7	0.0	-0.1	-13.2	-9.6	1.6	-5.4	0.1
Cc1ccc(C2(C(F)(F)F)N=C3Sc4cc(C)cc(C)c4N3C(=O)N2)cc1 (stereo not given)
    -8.3	0.9	0.2	4.0	6.2	4.8[fluorescence artefact?]	14.5[fluorescence artefact?]	-3.6	-37.3
C/C(CC(=O)Nc1ccc(Cl)c(Cl)c1)=N\NC(N)=S
    -1.5	-1.4	-0.1	5.5	-31.9	-0.2	-7.8	-1.9	-8.1
O=C(OCc1cc(=O)n2cc(Br)ccc2n1)C1COc2ccccc2O1 (stereo not given)
    -6.9	0.8	-0.3	6.2	-8.5	4.2	2.5	-12.5	-21.9
COc1ccccc1-c1n[nH]c(=S)n1N
    6.3	13.2	2.1	12.6&2.8	14.6&4.9	-4.4	-3.4	1.3	15.9
Cc1nc2cc(NC(=O)NCCC3=CCCCC3)ccc2o1
    5.9	1.2	0.4	3.9	-4.2	4.9	-3.3	3.3	-36.6
COc1ccc(OC)c(C(=O)NC(CC(N)=O)c2ccc(NCCN3CCOCC3)c([N+](=O)[O-])c2)c1 (stereo not given)
    3.3	29.1	0.1	11.8	12.2	1.8	-0.5	-11.4	-22.7
O=C1CSC(=S)N1c1cccnc1
    7.9	0.5	0.8	33.4	-25.2	-0.3[fluorescence artefact?]	-1.7[fluorescence artefact?]	-2.1	-12.4
CCc1ccc(Oc2nnnn2-c2ccc(C(N)=O)cc2)cc1
    19.2	1.2	1.6	9.1	-11.8	-8.2	-8.6	0.4	-13.8
NC(=O)c1ccsc1NC(=O)c1ccc(N2CCCC2=O)cc1
    -11.1	29.7	13.3	7.2	-1.2	2.4	-10.3	-20.4	-46.2
CCN(Cc1nc2cc(OC)c(OC)cc2c(=O)[nH]1)C(=O)c1ccc(S(=O)(=O)N(C)C)cc1
    0.0	0.2	0.1	12.2	12.1	-9.0	-6.6	3.0	3.2
Cc1ccccc1CS(=O)(=O)c1cnc2ccccc2n1
    3.1	-1.9	-0.2	14.3	8.4	7.5	17.4	-11.1	-14.7
CCCCC(=O)Nc1ccc(NC(=O)CCCC)nc1
    -3.1	-0.2	2.8	11.4	7.1	-0.7	-10.9	1.6	11.8
COCCOC(=O)c1[nH]c2c(c1C)C(=O)CC(c1ccco1)C2 (stereo not given)
    -1.7	5.5	-1.4	5.1	3.9	8.4	13.3[fluorescence artefact?]	4.0	-36.5
Cc1oc(-c2cccc(Cl)c2)nc1CN1CCCC(C(=O)NCCCN2CCOCC2)C1 (stereo not given)
    x	-3.4	2.2	x	20.8	-1.9[fluorescence artefact?]	8.3[fluorescence artefact?]	6.5	-10.3
COc1ccc(C(=O)NCc2ccc(-c3nc4ccccc4s3)cc2)cc1
    -5.9	3.5	0.4	10.8	-40.3	-5.5	10.1	-21.6	-24.8
CNC(=O)c1ccccc1S(=O)c1ccccc1C#N (stereo not given)
    1.1	1.2	-0.1	15.6	15.4	5.6	16.5[fluorescence artefact?]	8.1	-10.6
Cc1onc(-c2ccccc2)c1C(=O)Nc1ccc(S(=O)(=O)N2CCCC2)cc1
    -2.2	15.4	0.5	0.6	6.4	0.4	12.1	8.6	23.2
CCOc1cc(S(=O)(=O)N(CC)CC)ccc1Br
    -1.4	-1.5	0.1	11.8	18.3	12.4	2.1	-5.4	31.0
O=C(N/N=C(\CC(=O)c1cccs1)C(F)(F)F)c1cccnc1
    -2.6	0.6	-1.1	5.8	-6.9	-1.9	-2.3	-12.3	19.6
CCCOc1ccc(N2C(=O)CC(N(Cc3ccc(S(N)(=O)=O)cc3)C(=O)CC)C2=O)cc1 (stereo not given)
    -5.2	0.1	1.7	-3.3	-11.4	0.9	13.4	-5.9	10.1
Nc1nc(CSc2ccc(Cl)cc2)nc(N2CCCCC2)n1
    -12.4	13.9	-1.1	11.2	2.5	1.2	8.6	7.4	21.8
CCOC(=O)N1CCC(=NNC(=O)c2ccccc2F)CC1
    33.5	-2.3	0.3	0.1	15.1	6.0	3.0[fluorescence artefact?]	1.7	19.4
Cc1ccc(NC(=O)c2ccccc2OCC(=O)c2ccc(F)cc2)cc1
    x	4.6	-0.1	4.9	40.6	2.2[fluorescence artefact?]	-19.6	10.9	4.9
O=C(O)/C=C/C(=O)N1Cc2cc3ccccc3nc2C1
    15.7	9.9	0.9	10.0&11.2	-9.8&35.9	3.1	0.9	8.7	0.8
C=CCn1nnnc1-c1cc(Cl)cc(Cl)c1
    9.4	21.4	1.0	4.5	16.6	1.4	-11.2	-5.1	-10.5
Cn1c(SCCCC(=O)c2ccccc2)nnc1-c1ccncc1
    -0.7	1.1	-0.6	10.7	-8.9	-0.6	3.2	17.9	15.6
O=C(NC(=S)Nc1ccc(S(=O)(=O)Nc2ncccn2)cc1)c1ccc(Br)cc1
    25.9	19.7	5.1	5.7	-66.0	-4.3	-9.0	-10.1	-3.4
COc1cccc(-c2nnc3sc(-c4ccccn4)nn23)c1
    x	5.1	0.0	9.9	10.4	-6.0	5.3	2.2	-27.7
CCCc1cc(C(N)=O)c(NC(=O)c2ccoc2C)s1
    -5.1	7.0	0.8	8.3	2.7	7.2	2.0	-11.3	-99.1
CCCCn1c(NCCO)nc2ccccc21
    -11.2	25.4	0.3	8.7	-12.6	6.6	12.5	0.3	9.3
COc1cc(-c2cc(N)n(S(=O)(=O)c3ccc(F)cc3)n2)cc(OC)c1OC
    3.2	1.0	0.6	12.0	-2.3	0.3	-4.2	-6.3	-9.8

Already shown: three of the compounds above.
Values run as follows: Rad51 HR inh	Hck Nef HTS	zVAD death inh	EP2 antag	EP2 mod	eIF4E-4G inh	14-3-3 Bad inh	Tb hexokinase	m-calpain inh
CCCc1cc(C(N)=O)c(NC(=O)c2ccoc2C)s1
    -5.1	7.0	0.8	8.3	2.7	7.2	2.0	-11.3	-99.1
CCCCn1c(NCCO)nc2ccccc21
    -11.2	25.4	0.3	8.7	-12.6	6.6	12.5	0.3	9.3
COc1cc(-c2cc(N)n(S(=O)(=O)c3ccc(F)cc3)n2)cc(OC)c1OC
    3.2	1.0	0.6	12.0	-2.3	0.3	-4.2	-6.3	-9.8

Only part of the results is shown, so the mix of outcomes need not match the whole.
